# Compound activity deposited in PubChem by Broad Institute.
# Xi reactivation – activators of X-chromosome reactivation in mouse fibroblasts. AID 743238. activation, % at 7.58 µM. XiGFP mouse fibroblasts, % GFP-positive cells imaging, 3 d; cells co-treated with 5-aza-dC sensitizer; scaled so ellipticine positive control = 100%. hit rate 0.055% among 360,000;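 active means mean normalized replicate activation at least 10% and every replicate at or above 10%; inconclusive means only one of the two criteria met; inactive means mean below 10% and not all replicates reach 10%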;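 further: 0% = median of on-plate neutral control wells and 100% = ellipticine 6 µM median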
#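 Assay system: SV40-immortalized XiGFP fibroblast cells, line 68-5-11; buffer or medium: DMEM plus 5-aza-dC sensitizer; compound: one concentration, pinned; timing: compounds 3 days, fix/stain 15 min at room temperature; benchmarks: positive control ellipticine, 6 µM final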
# E-selectin induc – induces E-selectin expression in human endothelial cells | HUVEC E-selectin immunofluorescence imaging; normalized: neutral wells 0, TNF-alpha wells 100 | activation, % at 7.58 µM | hit rate 0.37% among 260,000 | AID 686992;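 active means mean E-selectin-positive cell signal at least 10% of the positive control, reached in at least 60% of replicates, without over 20% cell loss; inconclusive means no rule given, readout overlaps actives, possibly toxicity-flagged; inactive means the rest, including those meeting only one limit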;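 further: in these data hits start at about 27%; measured in HUVEC primary endothelial cells; signal is the percent of cells scored E-selectin positive by PE staining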
# Target sequence (P16581 whole entry, looked up): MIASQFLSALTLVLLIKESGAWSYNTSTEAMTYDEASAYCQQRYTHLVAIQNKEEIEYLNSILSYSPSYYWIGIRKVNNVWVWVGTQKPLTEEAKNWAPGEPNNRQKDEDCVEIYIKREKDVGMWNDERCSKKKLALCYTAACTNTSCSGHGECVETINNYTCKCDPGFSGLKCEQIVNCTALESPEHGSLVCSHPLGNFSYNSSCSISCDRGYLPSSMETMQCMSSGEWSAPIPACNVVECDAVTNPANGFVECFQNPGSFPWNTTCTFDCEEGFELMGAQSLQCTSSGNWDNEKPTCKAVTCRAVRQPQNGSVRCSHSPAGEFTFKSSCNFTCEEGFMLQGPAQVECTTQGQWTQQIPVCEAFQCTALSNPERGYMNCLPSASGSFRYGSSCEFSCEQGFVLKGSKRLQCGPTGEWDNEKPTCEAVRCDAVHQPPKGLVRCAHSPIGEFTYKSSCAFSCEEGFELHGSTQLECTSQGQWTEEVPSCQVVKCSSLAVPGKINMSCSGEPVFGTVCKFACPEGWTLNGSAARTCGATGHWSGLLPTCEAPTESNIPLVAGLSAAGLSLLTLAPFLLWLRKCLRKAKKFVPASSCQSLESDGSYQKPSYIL
#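 Assay system: HUVEC, human umbilical vein endothelial cells / Amount: 3,000 HUVEC/well / Controls: TNF-alpha positive control, DMSO neutral control / Compound dosing: single concentration / Medium: EGM-2 over gelatin coat / Evaluation: percent E-selectin-positive cells / Signal: immunofluorescence imaging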
# ERAP1 inh – ERAP1 (human) enzyme inhibition; Q9NZ08; recombinant ERAP1, Leu-AMC fluorescence, 60 min; inhibition, % at 10.7 µM; hit rate 0.15% among 340,000; AID 652197;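 active means mean replicate inhibition of at least 30%, or all replicates individually reaching that 30% level; inactive means mean below 30% and not every replicate reaching it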;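 further: 0% = neutral control wells and 100% = L-leucinethiol positive control wells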
# S100A4 MyoIIA – blocks human S100A4 binding to myosin IIA peptide; P26447; S100A4/TAMRA-MyoIIA peptide fluorescence polarization; inhibition, % at 10.7 µM; hit rate 0.14% among 360,000;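 active means mean inhibition of at least 70% across replicates, with every replicate also reaching that level; inconclusive means mean inhibition reaches 70% but some replicates fall short; inactive means mean inhibition below 70%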
#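 assay system = human S100A4 monomer with TAMRA-labelled myosin IIA peptide | also added = labelled myosin peptide probe, 5 nM | incubation = 5 min between mix addition and reading | control set = DMSO and TFP controls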
# esBAF inh – inhibitors of esBAF chromatin remodeling in mouse ES cells; reporter increase, % at 12.5 µM; hit rate 2% among 350,000; AID 602393; Bmi1-luciferase knock-in reporter, 24 h; 100% = twice the neutral-well signal; in the data active means activation above about 40%; inconclusive means no clear call, values can overlap the other calls;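 further: 0% = median of the plate's neutral control wells and 100% = double that signal; a rise in the Bmi1 reporter signal indicates esBAF inhibition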
# ERp5 inh – ERp5 (human) disulfide isomerase inhibition. Q15084. ERp5 insulin aggregation, absorbance 650 nm, 90 min. inhibition, % at 9.99 µM. hit rate 0.05% among 350,000. AID 651711;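 active means mean replicate inhibition above about 25%, with every replicate also reaching it, limit read from the data, passing the limit was not always enough; inconclusive means only one of those two criteria met; inactive means neither criterion met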
# RAD52 inh – RAD52 (human) annealing inhibition | P43351 | recombinant RAD52 DNA annealing, FRET fluorescence | inhibition, % at 18.7 µM | hit rate 0.46% among 360,000;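 active means every replicate showing at least 50% inhibition; inconclusive means mean inhibition at least 50% but not in every replicate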
# Target sequence (P43351 whole entry, looked up): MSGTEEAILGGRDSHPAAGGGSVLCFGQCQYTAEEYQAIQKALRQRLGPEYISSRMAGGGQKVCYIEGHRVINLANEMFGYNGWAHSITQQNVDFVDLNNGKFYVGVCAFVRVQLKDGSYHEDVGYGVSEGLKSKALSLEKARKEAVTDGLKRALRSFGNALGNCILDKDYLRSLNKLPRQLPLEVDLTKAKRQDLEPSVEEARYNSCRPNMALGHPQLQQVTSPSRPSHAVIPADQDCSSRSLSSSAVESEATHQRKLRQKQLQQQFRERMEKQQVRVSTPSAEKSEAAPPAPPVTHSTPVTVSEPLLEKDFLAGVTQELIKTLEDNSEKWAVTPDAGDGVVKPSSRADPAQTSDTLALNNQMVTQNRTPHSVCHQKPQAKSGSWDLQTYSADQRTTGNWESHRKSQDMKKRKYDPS
# RAD54 inh – inhibitors of human RAD54 branch migration; Q92698; RAD54 Holliday junction branch migration, FAM/BHQ fluorescence; inhibition, % at 10.4 µM; hit rate 0.14% among 360,000;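 active means mean normalized replicate activity at least 40 and at least half of replicates scoring 40 or more; inconclusive means only one of the two criteria met; inactive means mean below 40 and under half of replicates reaching 40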;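 further: 0% = median of neutral control wells and 100% = median of positive control wells; inhibitors cause a drop in the FAM fluorescence signal; in these data hits start at about 50%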
# The depositor's hits bear a star; ? = inconclusive; . = no result given.
SMILES,Xi reactivation,E-selectin induc,ERAP1 inh,S100A4 MyoIIA,esBAF inh,ERp5 inh,RAD52 inh,RAD54 inh
CC(C)=CC(=O)O[C@H]1[C@@H]2[C@H](C)C(=O)O[C@@H]2C[C@@H](C)[C@@H]2[C@@H](O)CC(=O)[C@]21C,-0.1,-0.3,-2.8,-0.6,7.4,-0.2,-2.6,-3.1
COc1ccc(C(=O)Nc2ccccc2C(=O)NC(Cc2ccc(O)cc2)C(=O)NNC(=O)c2ccc(C)cc2)cc1 (configuration not stated),0.1,.,3.1,3.3,15.1,2.0,11.7,-1.5
COc1ccc(NC(=O)N[C@H]2CC[C@@H](CCn3cc(C4(O)CCCC4)nn3)O[C@@H]2CO)cc1,-0.1,0.2,1.5,4.2,-4.3,2.9,-2.4,-3.7
CC1CN(S(=O)(=O)c2cccc(C(=O)NCc3ccco3)c2)CC(C)O1 (configuration not stated),0.2,0.3,0.6,-14.5,-0.4,1.5,-10.8,-3.3
Cc1cccc(C2c3[nH]c4ccccc4c3CCN2C(=O)c2noc3c2CCCC3)n1 (configuration not stated),0.4,4.0,-3.4,13.0,3.9,8.8,3.5,.
Cc1c(CC(=O)N2CCC(C(N)=O)CC2)c(=O)oc2cc3c(cc12)CCC1(CCCCC1)O3,.,.,2.0,-0.6,4.4,-2.8,-8.7,-1.5
CCOC(=O)N1CCN(C(=O)CN(C)S(=O)(=O)c2ccc(OCC)cc2)CC1,0.0,0.1,1.6,-0.9,-0.4,3.0,13.2,2.9
OC(c1ccccc1)(c1nc(-c2cccc(F)c2)cs1)C(F)(F)F (configuration not stated),1.2,-0.5,-0.6,-2.6,-0.9,3.8,-23.2,-3.1
C=C1C(C(=O)N2CCOCC2)C1C(=O)N1CCOCC1 (configuration not stated),.,.,-3.1,-3.3,-4.4,1.2,-7.8,-4.3
CC/C(=N\NC(=O)c1nnn(-c2nonc2N)c1-c1ccc2c(c1)OCO2)c1ccccc1,-0.1,.,0.0,0.7,-2.4,-7.2,-9.1,6.9
Cc1cc(NS(=O)(=O)c2ccc(NC(=O)Nc3cccc(Cl)c3)cc2)no1,.,.,-9.2,3.8,-1.0,14.3,-4.0,1.5
CCOCCOC(=O)NCCCCCCNC(=O)OCCOCC,0.1,-0.1,.,-1.8,.,-0.5,-5.7,.
Cc1csc(CN(C)C(=O)CC2C(=O)NCCN2Cc2ccc(-c3ccccc3)cc2)n1 (configuration not stated),0.0,.,-1.6,-5.9,0.5,-5.0,-35.5,.
CCCNC(=O)Nc1ccc2c(c1)C(=O)N(C)C[C@H](OC)[C@@H](C)CN(C)[C@H](C)CO2,-0.1,-0.1,-0.3,15.8,-5.6,-0.4,7.4,15.3
Nc1nc(Nc2ccccc2)nc(NCc2ccccc2)c1[N+](=O)[O-],0.0,0.3,-1.3,-5.2,6.3,3.4,7.0,.
O=C(CCCC(=O)N(CC(=O)NC1CCCCC1)c1ccc(F)cc1)Nc1ccccn1,-0.1,-0.1,-4.4,18.2,1.0,2.2,-3.9,3.5
CCOC(=O)c1cc(-c2ccc(OC(F)F)cc2)nc2nc(SC)[nH]c(=O)c12,0.2,.,1.3,-0.4,.,1.0,-17.9,.
COc1ccc(C(=O)NCc2nnc(SCC(=O)Nc3cc(C)on3)o2)cc1OC,0.0,0.1,3.2,0.5,.,-0.6,7.2,.
CN(C)C(=O)c1ccc(-c2ccc([C@@H]3[C@H]4CN(C(=O)C5CCC5)CC(=O)N4[C@H]3CO)cc2)cc1,-0.1,0.1,-0.6,20.1,.,5.4,5.4,.
Cc1ccc(C(=O)NCCSCc2ccccc2)cc1[N+](=O)[O-],0.2,0.8,.,.,8.0,.,.,-6.5
CCCNC(=O)N1CC2(CN(C(=O)C3CCCCC3)C2)c2c([nH]c3cc(OC)ccc23)[C@@H]1CO,0.2,-0.5,1.1,-54.4,.,3.5,12.8,.
CCCCCc1cc(OC)cc2c1C(=O)OC(C)(C)O2,0.2,0.0,-2.0,0.6,-5.1,0.2,-5.3,-1.9
O=C(C[C@@H]1C[C@H]2c3cc(NC(=O)NC4CCCC4)ccc3O[C@H]2[C@@H](CO)O1)NC1CCCC1,0.6,-0.4,1.5,10.5,6.5,-1.1,3.5,5.4
CC(=O)Nc1ccc(NC(=O)C(C)OC(=O)C2CCN(S(=O)(=O)c3ccc4c(c3)OCCO4)CC2)cc1 (configuration not stated),0.0,.,-4.6,-6.9,0.2,-3.2,-10.2,4.0
CNC[C@H]1Oc2ccc(NC(=O)Cc3cn(C)c4ccccc34)cc2CC(=O)N([C@@H](C)CO)C[C@@H]1C,0.0,-3.6,1.4,8.4,-0.9,0.9,11.1,4.1

# Other records:
SMILES,Xi reactivation,E-selectin induc,ERAP1 inh,S100A4 MyoIIA,esBAF inh,ERp5 inh,RAD52 inh,RAD54 inh
CCCCn1c(N)c(N(CCOC)C(=O)c2ccc(N3C(=O)CCC3=O)cc2)c(=O)[nH]c1=O,1.0,.,-6.1,3.5,-0.8,6.1,-4.3,-16.9
Cc1cccc2sc(NC(=O)c3cc(S(=O)(=O)N(C)C)ccc3N3CCCC3)nc12,-0.1,-0.5,5.5,-1.9,13.0,3.7,1.1,5.2
COC(=O)c1ccccc1NC(=O)N1c2ccccc2CC1C (configuration not stated),.,.,1.6,-4.3,5.9,0.8,-10.4,-1.0
O=C(CN1CCCC1)Nc1ccc([N+](=O)[O-])cc1Cl,0.1,2.2,-4.3,-2.1,-5.4,-0.4,-13.7,5.2
COc1ccccc1N1C(=NC(=O)CCC2CCCC2)SC2CS(=O)(=O)CC21 (configuration not stated),-0.2,0.1,-0.1,0.3,-10.8,2.8,-1.2,0.2
CCC(=O)Nc1ccc2c(c1)C(=O)N(C)C[C@@H](OC)[C@H](C)CN(C(=O)c1ccccc1F)[C@@H](C)CO2,0.0,-0.3,1.1,9.8,-2.1,1.4,-21.0,11.1
Cc1c(C)c2ccc(OCC(=O)c3ccccc3)cc2oc1=O,0.1,0.1,0.4,3.0,?,-0.8,-3.5,13.4
COc1ccccc1NS(=O)(=O)c1cc(NC(=O)C2CCCC2)ccc1N1CCOCC1,0.2,-2.6,.,-2.1,.,0.2,-13.9,.
O=C(Cc1ccncc1)NCC[C@@H]1CC[C@@H](NC(=O)C2CCC2)[C@@H](CO)O1,-0.3,-0.2,1.0,-3.2,-5.8,0.4,-11.4,-1.5
Cc1ccc2c(c1)N(C(=O)CCC(=O)NCCCN1CCN(C)CC1)CC(C)O2 (configuration not stated),-0.3,.,2.5,-4.5,1.9,2.5,-9.2,-1.9
CCCc1c(C(=O)N/N=C/c2ccccc2C(F)(F)F)nnn1-c1nonc1N,0.1,.,1.8,-1.2,-11.5,6.6,-9.4,-7.5
CC1C=NC(S(=O)(=O)N2CC[C@@H]3[C@H](CO)N(C)c4ccc(-c5ccccc5F)cc4[C@@H]32)=N1 (some centres not stated),0.2,0.2,-2.8,30.5,7.5,0.5,-19.2,3.3
CCC(=O)N1CC(=O)N2[C@H](CO)[C@H](c3ccc(-c4ccc(C#N)cc4)cc3)[C@@H]2C1,0.0,0.2,-0.1,4.2,.,2.5,0.8,.
N#C[C@@H]1[C@H](c2ccccc2-c2ccccc2)[C@@H](CO)N1C(=O)Cc1cccnc1,0.0,0.3,1.1,-4.2,.,-4.5,-2.4,.
CO[C@@H]1CN(C)C(=O)c2ccc(NC(=O)C3CC3)cc2OC[C@@H](C)N(C(=O)c2ccncc2)C[C@@H]1C,0.1,0.3,4.6,4.2,-4.9,-3.6,9.0,-2.7
O=C(Nc1ccc(S(=O)(=O)N2CCOCC2)cc1)c1cc(-c2ccccc2O)n[nH]1,0.0,4.0,-5.4,1.1,6.1,12.1,4.0,-8.9
CSCCC(C(=O)NCc1cccs1)N1C(=O)c2ccccc2C1=O (configuration not stated),.,.,6.6,1.8,.,13.2,1.4,-10.6
COc1ccc(C2(C(=O)Nc3ccc(S(N)(=O)=O)cc3)CCCC2)cc1,-0.1,.,5.5,1.9,.,4.3,-10.3,.
COc1ccc(-n2nc(C(=O)NCC(=O)NC3CCCCCC3)c3ccccc3c2=O)cc1OC,0.1,.,4.5,-6.1,6.5,7.3,-18.6,4.4
CO[C@H]1CN(C)C(=O)c2ccc(NC(=O)C3CC3)cc2OC[C@H](C)N(C(=O)CN(C)C)C[C@H]1C,0.2,-0.1,0.2,0.0,6.7,-5.4,0.9,3.5
C/C(=N/NC(=O)CNC(=O)c1ccccn1)c1ccc([N+](=O)[O-])cc1,0.0,-0.5,-1.7,1.1,.,?,-22.9,.
COC(=O)c1sccc1NC(=O)CC1C(=O)NCCN1C(=O)c1ccc(C)c(C)c1 (configuration not stated),-0.1,1.6,2.2,2.1,.,0.0,-1.3,-6.9
Cc1ccc(C)c(CN2C(=O)c3ccccc3S(=O)c3ccc(C(=O)NCCCN4CCCC4)cc32)c1 (configuration not stated),0.3,.,-1.9,8.1,-13.0,6.4,49.1,-5.5
CCN(CC)CCCNC(=O)c1cc2c(=O)n(C)c3ccccc3c2n1C,0.3,0.0,.,-5.3,-7.0,4.0,18.1,71.7*
Cc1c(NC(=S)NC(=O)CC(C)C)c(=O)n(-c2ccccc2)n1C,0.6,.,5.7,-2.8,.,-2.3,0.2,.

# The list goes on:
SMILES,Xi reactivation,E-selectin induc,ERAP1 inh,S100A4 MyoIIA,esBAF inh,ERp5 inh,RAD52 inh,RAD54 inh
COc1ccc(/C=C/C2=CC(C)(C)NC(=S)N2)c(OC)c1,0.0,14.7,-7.0,2.6,.,2.5,-20.1,.
COc1ccc2c(c1)CCC/C2=N\NC(=O)c1ccoc1C,0.3,.,3.4,-1.6,.,-0.7,3.0,-1.1
C[C@@H]1CN([C@@H](C)CO)C(=O)c2cc(NC(=O)CCC(F)(F)F)ccc2O[C@@H](C)CCCCO[C@@H]1CN(C)Cc1ccc(C(=O)O)cc1,-1.3,-0.2,-1.0,1.9,2.3,3.9,6.1,3.2
Cc1cc(N2CCCC2=O)cc(C)c1S(=O)(=O)Nc1c(C)nn(C)c1C,0.0,-3.1,-0.8,-0.2,-7.7,-8.2,-13.9,2.5
COCCCNC(=O)CN1C(=O)COc2ccc(S(=O)(=O)N3CCOCC3)cc21,-0.1,.,2.1,-0.3,1.2,0.5,-19.1,-7.4
CC(C)C#Cc1cnc2c(c1)C(=O)N([C@@H](C)CO)C[C@@H](C)[C@H](CN(C)C(=O)CCN1CCCCC1)O2,0.4,-0.2,0.0,-1.3,0.3,5.2,0.5,1.7
CCOc1cc(NC(=S)NC)c(OCC)cc1NC(=O)c1cccs1,0.2,0.3,-0.8,5.4,-11.0,0.7,-10.2,-9.8
CC(C)NC(=O)Nc1cccc2c1O[C@H](CN(C)Cc1ccc(Cl)c(Cl)c1)[C@@H](C)CN([C@H](C)CO)C2=O,0.2,20.6,-1.2,7.8,-2.5,2.4,-7.9,7.3
O=C(CN1CCOCC1)NNC(=O)c1ccc(Cl)cc1,0.2,.,0.6,-1.4,0.9,4.2,-4.3,-10.3
Cc1nn(S(=O)(=O)c2ccc(Cl)cc2)c(C)c1Sc1ccc([N+](=O)[O-])cc1,0.0,-0.3,6.8,-6.0,.,-2.0,-7.5,-5.6
